# NSD2 inh: blocks human NSD2 histone methyltransferase activity; O96028; NSD2-SET H3K36me1 DELFIA fluorescence, biochemical; inhibition, % at 12.5 µM; 44,000 tested, 0.07% active; in the data active = inhibition above about 54%, passing the limit was not always enough;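 also: inhibitors reduce the monomethyl H3K36 fluorescence signal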
# Target sequence (O96028 whole entry, looked up): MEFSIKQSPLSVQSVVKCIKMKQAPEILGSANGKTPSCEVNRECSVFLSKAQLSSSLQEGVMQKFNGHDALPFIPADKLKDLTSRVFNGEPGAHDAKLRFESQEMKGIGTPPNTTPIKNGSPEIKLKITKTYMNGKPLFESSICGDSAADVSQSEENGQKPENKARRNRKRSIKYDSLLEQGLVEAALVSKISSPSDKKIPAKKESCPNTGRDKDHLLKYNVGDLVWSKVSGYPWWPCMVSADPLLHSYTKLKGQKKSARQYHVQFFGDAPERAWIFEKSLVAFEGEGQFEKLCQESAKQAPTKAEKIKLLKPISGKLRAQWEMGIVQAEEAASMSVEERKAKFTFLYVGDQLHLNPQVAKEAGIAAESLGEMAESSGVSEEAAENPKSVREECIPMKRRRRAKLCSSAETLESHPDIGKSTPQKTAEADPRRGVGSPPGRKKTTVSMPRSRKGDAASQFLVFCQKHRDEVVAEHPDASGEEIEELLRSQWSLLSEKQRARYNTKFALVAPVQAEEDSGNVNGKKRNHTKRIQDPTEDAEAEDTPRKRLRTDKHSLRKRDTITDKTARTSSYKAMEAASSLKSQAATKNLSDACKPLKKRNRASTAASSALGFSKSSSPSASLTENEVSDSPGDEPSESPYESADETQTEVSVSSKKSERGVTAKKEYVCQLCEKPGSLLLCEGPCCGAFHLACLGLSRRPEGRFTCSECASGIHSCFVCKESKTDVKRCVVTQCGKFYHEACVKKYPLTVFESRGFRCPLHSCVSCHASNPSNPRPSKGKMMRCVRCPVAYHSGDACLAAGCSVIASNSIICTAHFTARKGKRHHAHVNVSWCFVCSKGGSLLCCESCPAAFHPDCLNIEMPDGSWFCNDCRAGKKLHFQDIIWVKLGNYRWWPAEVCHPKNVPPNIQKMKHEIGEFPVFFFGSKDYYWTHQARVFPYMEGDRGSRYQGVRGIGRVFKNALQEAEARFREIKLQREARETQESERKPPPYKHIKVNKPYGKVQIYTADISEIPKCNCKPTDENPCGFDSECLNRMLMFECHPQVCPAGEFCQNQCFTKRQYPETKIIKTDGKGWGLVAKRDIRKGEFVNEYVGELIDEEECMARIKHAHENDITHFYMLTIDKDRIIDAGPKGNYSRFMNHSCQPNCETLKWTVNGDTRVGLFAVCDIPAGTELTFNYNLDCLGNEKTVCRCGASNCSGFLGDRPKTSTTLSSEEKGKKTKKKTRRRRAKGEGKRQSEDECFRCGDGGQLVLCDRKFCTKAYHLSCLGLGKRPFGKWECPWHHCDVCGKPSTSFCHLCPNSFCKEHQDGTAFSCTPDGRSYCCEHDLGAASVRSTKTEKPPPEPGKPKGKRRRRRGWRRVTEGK
# * hit, by the source's call.
Structure	NSD2 inh
C[C@H]1CN([C@@H](C)CO)C(=O)Cc2cc(NC(=O)Cc3cn(C)c4ccccc34)ccc2O[C@@H]1CN(C)S(=O)(=O)c1ccc(F)cc1	-5
COc1ccc(S(=O)(=O)Nc2ccc3c(c2)C(=O)N([C@H](C)CO)C[C@@H](C)[C@@H](CN(C)S(=O)(=O)c2ccc(C)cc2)O3)cc1	-8
C[C@@H]1CN([C@H](C)CO)C(=O)c2cccc(NC(=O)c3nc4ccccc4s3)c2O[C@@H]1CN(C)Cc1ccncc1	0
C[C@H](CO)N1C[C@H](C)[C@@H](CN(C)S(=O)(=O)c2ccc(Cl)cc2)Oc2ccc(NS(C)(=O)=O)cc2C1=O	3
C[C@@H]1CN([C@H](C)CO)S(=O)(=O)c2ccc(C#Cc3ccccc3)cc2O[C@@H]1CN(C)S(C)(=O)=O	-8
C[C@@H]1CN([C@@H](C)CO)C(=O)c2cccc(NC(=O)c3ccncc3)c2O[C@@H]1CN(C)C(=O)Nc1ccccc1	0
C[C@H]1CN([C@@H](C)CO)C(=O)c2cc(NS(=O)(=O)c3ccc(F)cc3)ccc2O[C@@H]1CN(C)S(=O)(=O)c1cccs1	-1
COc1ccc(NC(=O)N(C)C[C@H]2Oc3cc(C#CCC(C)C)ccc3S(=O)(=O)N([C@H](C)CO)C[C@@H]2C)cc1	-9
C[C@H](CO)N1C[C@H](C)[C@H](CN(C)Cc2ccccc2)Oc2ncc(C#CC3(O)CCCC3)cc2C1=O	8
C[C@@H]1CN([C@@H](C)CO)C(=O)c2cccc(NC(=O)Nc3ccc(C(F)(F)F)cc3)c2O[C@@H]1CN(C)CC1CCCCC1	-2
Cc1noc(C)c1NC(=O)Nc1ccc2c(c1)C(=O)N([C@@H](C)CO)C[C@H](C)[C@H](CN(C)Cc1ccc(C(F)(F)F)cc1)O2	-1
CCCC#Cc1cnc2c(c1)C(=O)N([C@@H](C)CO)C[C@@H](C)[C@@H](CN(C)Cc1cccnc1)O2	2
C[C@@H]1CN([C@@H](C)CO)C(=O)Cc2cc(NC(=O)Nc3ccc4c(c3)OCO4)ccc2O[C@H]1CN(C)S(=O)(=O)c1ccc(F)cc1	5
O=S(c1ccccc1)c1ccc2nnnn2n1 (configuration not stated)	-3
C[C@H]1CCCCO[C@H](CN(C)Cc2ccc(C(=O)O)cc2)[C@@H](C)CN([C@@H](C)CO)C(=O)c2cc(NC(=O)NC3CCCCC3)ccc2O1	2
COc1cccc(-c2cnc3c(c2)C(=O)N([C@H](C)CO)C[C@@H](C)[C@H](CN(C)Cc2ccc(F)cc2)O3)c1	5
C=C1C2=C(O[C@H](/C(C)=C/C(C)CC(C)CC)[C@@H](O)[C@@H]2O)C(=O)N1OC (some centres not stated)	-4
C[C@@H]1CN([C@H](C)CO)C(=O)c2cc(NC(=O)Nc3ccc(C(F)(F)F)cc3)ccc2O[C@@H]1CN(C)C(=O)NC1CCCCC1	-12
C[C@@H]1CN([C@H](C)CO)C(=O)Cc2cc(NC(=O)Nc3ccccc3)ccc2O[C@H]1CN(C)S(=O)(=O)c1cccs1	6
C[C@@H]1CN([C@@H](C)CO)C(=O)c2cc(NC(=O)Cc3ccccc3)ccc2O[C@H]1CN(C)C(=O)Nc1ccccc1	1
Cc1ccc(S(=O)(=O)Nc2ccc3c(c2)C(=O)N([C@H](C)CO)C[C@H](C)[C@H](CN(C)C(=O)Nc2ccc(C(F)(F)F)cc2)O3)cc1	-5
O=C(Nc1ccccc1)C1=C[C@H](C2CC2)C[C@H](OCCCCO)O1	1
COc1ccc(CN(C)C[C@H]2Oc3c(NS(=O)(=O)c4cn(C)cn4)cccc3C(=O)N([C@H](C)CO)C[C@@H]2C)cc1	-2
COCC(=O)N[C@H]1CC[C@@H](CC(=O)NCc2ccccc2OC)O[C@H]1CO	3
C[C@@H]1CN([C@@H](C)CO)C(=O)c2cccc(NC(=O)C3CCOCC3)c2O[C@H]1CN(C)Cc1ccc(C(=O)Nc2ccccc2N)cc1	2
C[C@@H]1CN([C@H](C)CO)C(=O)c2cc(NC(=O)Nc3ccc(C(F)(F)F)cc3)ccc2O[C@@H](C)CCCCO[C@H]1CN(C)Cc1ccc2c(c1)OCO2	25
C[C@H](CO)N1C[C@H](C)[C@H](CN(C)Cc2ccc(C(=O)Nc3ccccc3N)cc2)Oc2c(NC(=O)c3ccc(-c4nccs4)cc3)cccc2C1=O	-8
C[C@H](CO)N1C[C@H](C)[C@H](CN(C)CC2CCCCC2)Oc2ccc(NS(=O)(=O)c3ccc(Cl)cc3)cc2C1=O	0
C[C@H](O)C#Cc1cnc2c(c1)C(=O)N([C@H](C)CO)C[C@H](C)[C@H](CN(C)C(=O)c1ccccc1)O2	-1
CNC[C@@H]1OCCCC[C@H](C)Oc2ccc(NC(=O)Nc3ccc(F)cc3)cc2C(=O)N([C@@H](C)CO)C[C@H]1C	5

> C[C@H]1CCCCO[C@H](CN(C)Cc2ccncc2)[C@@H](C)CN([C@@H](C)CO)C(=O)c2cc(N(C)C)ccc2O1
  NSD2 inh: 4
> COc1ccc(NC(=O)Nc2cccc3c2O[C@@H](CN(C)S(=O)(=O)c2ccc(OC)cc2)[C@@H](C)CN([C@H](C)CO)C3=O)cc1
  NSD2 inh: -4
> COCC(=O)N(C)C[C@H]1Oc2cc(-c3cccnc3)ccc2S(=O)(=O)N([C@@H](C)CO)C[C@H]1C
  NSD2 inh: 1
> C=CCNC(=O)[C@H]1[C@@H]2C(=O)O[C@@H](c3ccccc3)[C@@H](c3ccccc3)N2[C@@H](c2ccccc2OCCO)[C@]12C(=O)Nc1ccc(C#CCNC(N)=O)cc12
  NSD2 inh: -2
> C[C@H]1CN([C@@H](C)CO)C(=O)Cc2cc(NC(=O)C3CCCCC3)ccc2O[C@H]1CN(C)S(=O)(=O)c1ccc(F)cc1
  NSD2 inh: -2
> C[C@H]1CN([C@@H](C)CO)C(=O)c2cccc(NC(=O)C3CCOCC3)c2O[C@H]1CN(C)CC1CC1
  NSD2 inh: 1
> Cc1ccc(S(=O)(=O)N(C)C[C@H]2OCCCC[C@@H](C)Oc3ccc(NS(=O)(=O)c4c(C)noc4C)cc3C(=O)N([C@H](C)CO)C[C@@H]2C)cc1
  NSD2 inh: -3
> C[C@@H]1CN([C@@H](C)CO)C(=O)Cc2cc(NS(=O)(=O)c3cn(C)cn3)ccc2O[C@@H]1CN(C)Cc1ccncc1
  NSD2 inh: 0
> CCCCn1cc(C2CC(=O)N(c3ccc(Br)cc3)C2=O)c2ccccc21 (configuration not stated)
  NSD2 inh: 1
> C[C@@H]1CN([C@@H](C)CO)C(=O)c2cc(-c3cccc(C#N)c3)cnc2O[C@@H]1CN(C)C(=O)c1ccccn1
  NSD2 inh: -7
> CCCN(C)C[C@H]1OCCCC[C@@H](C)Oc2ccc(NS(=O)(=O)c3cccs3)cc2C(=O)N([C@H](C)CO)C[C@@H]1C
  NSD2 inh: 7
> C[C@@H]1CN([C@@H](C)CO)C(=O)Cc2cc(NS(=O)(=O)c3ccc(F)cc3)ccc2O[C@@H]1CN(C)Cc1ccc(Cl)c(Cl)c1
  NSD2 inh: -7
> Cc1cccc(CN(C)C[C@H]2OCc3cn(nn3)CCCC(=O)N([C@@H](C)CO)C[C@@H]2C)c1
  NSD2 inh: 10
> C[C@H]1CN([C@@H](C)CO)C(=O)c2cc(C#Cc3ccccn3)cnc2O[C@@H]1CN(C)C(=O)CCN1CCCCC1
  NSD2 inh: -2
> C[C@H]1CN([C@@H](C)CO)C(=O)c2cc(NC(=O)Cc3cn(C)c4ccccc34)ccc2O[C@H]1CN(C)CC1CC1
  NSD2 inh: 2

> O=C(C[C@@H]1C[C@H]2c3cc(NC(=O)C4CCOCC4)ccc3O[C@H]2[C@H](CO)O1)NCc1cccc(F)c1
  NSD2 inh: -1
> C[C@@H]1CN([C@H](C)CO)C(=O)Cc2cc(NS(=O)(=O)c3ccccc3)ccc2O[C@@H]1CN(C)Cc1ccc(Cl)c(Cl)c1
  NSD2 inh: -4
> C[C@H](CO)N1C[C@H](C)[C@@H](CN(C)S(=O)(=O)c2ccc(F)cc2)Oc2c(NS(=O)(=O)c3ccc(Cl)cc3)cccc2C1=O
  NSD2 inh: -6
> O=C1O[C@@H](c2ccccc2)[C@@H](c2ccccc2)N2[C@@H](c3ccccc3OCCO)[C@]3(C(=O)Nc4ccccc43)[C@@H](C(=O)N3CCCCCCC3)[C@H]12
  NSD2 inh: -6
> CNC[C@H]1Oc2c(NS(=O)(=O)c3ccc(OC)cc3)cccc2C(=O)N([C@@H](C)CO)C[C@@H]1C
  NSD2 inh: 4
> COc1ccc(NC(=O)N(C)C[C@@H]2Oc3ccc(NC(=O)CCN4CCOCC4)cc3CC(=O)N([C@@H](C)CO)C[C@@H]2C)cc1
  NSD2 inh: -4
> COc1ccc(S(=O)(=O)Nc2ccc3c(c2)C(=O)N([C@@H](C)CO)C[C@H](C)[C@@H](CN(C)Cc2ccc(C(=O)O)cc2)O3)cc1
  NSD2 inh: 2
> COc1ccc(C#Cc2ccc3c(c2)O[C@@H](CN(C)C(=O)CN2CCOCC2)[C@@H](C)CN([C@@H](C)CO)S3(=O)=O)cc1
  NSD2 inh: -3
> CCCc1c(C(=O)OCC)[nH]c2c1C(=O)CC(C)(C)C2
  NSD2 inh: -1
> CC(C)C#Cc1ccc2c(c1)O[C@@H](CN(C)CC1CC1)[C@@H](C)CN([C@@H](C)CO)S2(=O)=O
  NSD2 inh: 4
> COc1ccc(S(=O)(=O)N(C)C[C@H]2Oc3ccc(N(C)C)cc3C(=O)N([C@H](C)CO)C[C@H]2C)cc1
  NSD2 inh: 2
> C[C@@H]1CN([C@@H](C)CO)C(=O)c2cc(NC(=O)CCCCCC(=O)Nc3ccccc3N)ccc2O[C@@H]1CN(C)C(=O)Nc1ccc(C(F)(F)F)cc1
  NSD2 inh: -7
> CCCN(C)C[C@H]1Oc2cc(-c3cncnc3)ccc2S(=O)(=O)N([C@H](C)CO)C[C@H]1C
  NSD2 inh: -3
> CC(C)NC(=O)N(C)C[C@@H]1Oc2cc(C#CC3CC3)ccc2S(=O)(=O)N([C@@H](C)CO)C[C@@H]1C
  NSD2 inh: 1
> CO/N=C(\C(=O)N[C@@H]1C(=O)N2C(C(=O)O)=C(COC(C)=O)CS[C@H]12)c1csc(N)n1
  NSD2 inh: 0

> C[C@@H]1CCCCO[C@@H](CN(C)C(=O)NC2CCCCC2)[C@H](C)CN([C@@H](C)CO)C(=O)c2cc(N(C)C)ccc2O1
  NSD2 inh: 7
> C[C@@H]1CN([C@H](C)CO)C(=O)Cc2cc(NC(=O)Nc3cccc4ccccc34)ccc2O[C@H]1CN(C)C(=O)Nc1ccc(C(F)(F)F)cc1
  NSD2 inh: -3
> COc1ccc(S(=O)(=O)N(C)C[C@@H]2OCCCC[C@H](C)Oc3ccc(NC(=O)C4CCCCC4)cc3C(=O)N([C@H](C)CO)C[C@H]2C)cc1
  NSD2 inh: -7
> O=C(N/N=C/c1ccc(-n2ccnc2)cc1)c1ccccc1O
  NSD2 inh: 0
> COc1ccc(S(=O)(=O)N(C)C[C@@H]2Oc3c(NC(=O)c4ccncc4)cccc3C(=O)N([C@H](C)CO)C[C@@H]2C)cc1
  NSD2 inh: -5
> C[C@@H]1CN([C@H](C)CO)C(=O)c2c(c3ccccc3n2C)-c2ccccc2CO[C@H]1CN(C)C(=O)CCN(C)C
  NSD2 inh: -2
> CC(C)NC(=O)Nc1ccc2c(c1)C(=O)N([C@@H](C)CO)C[C@H](C)[C@@H](CN(C)Cc1ccc(C(=O)Nc3ccccc3N)cc1)O2
  NSD2 inh: -4
> CN(Cc1cc(Br)cc(Br)c1N)C1CCCCC1
  NSD2 inh: -5
> C[C@H]1CCCCO[C@H](CN(C)C(=O)NC2CCCCC2)[C@@H](C)CN([C@@H](C)CO)C(=O)c2cc(NC(=O)NC3CCCCC3)ccc2O1
  NSD2 inh: 0
> Cc1noc(C)c1S(=O)(=O)Nc1ccc2c(c1)C(=O)N([C@@H](C)CO)C[C@H](C)[C@H](CN(C)C(=O)Cc1ccccc1)OCCCC[C@H](C)O2
  NSD2 inh: 3
> COc1cccc(CN(C)C[C@@H]2OCc3cnnn3CCCC(=O)N([C@H](C)CO)C[C@@H]2C)c1
  NSD2 inh: 6
> C[C@H]1CCCCO[C@H](CN(C)Cc2ccc(C(F)(F)F)cc2)[C@@H](C)CN([C@@H](C)CO)C(=O)c2cc(NC(=O)Nc3ccccc3)ccc2O1
  NSD2 inh: 0
> Cc1noc(C)c1S(=O)(=O)Nc1ccc2c(c1)CC(=O)N([C@H](C)CO)C[C@H](C)[C@H](CN(C)Cc1ccc(Oc3ccccc3)cc1)O2
  NSD2 inh: -10
> O=C(NO)c1ccc(C(=O)N/N=C/c2ccccc2OCCO)cc1
  NSD2 inh: -16
> C[C@@H]1CCCCO[C@H](CN(C)S(C)(=O)=O)[C@H](C)CN([C@@H](C)CO)C(=O)c2cc(NC(=O)c3ccncc3)ccc2O1
  NSD2 inh: -1
> C[C@@H]1CN([C@H](C)CO)C(=O)c2cccc(N(C)C)c2O[C@H]1CN(C)S(=O)(=O)c1ccc(F)cc1
  NSD2 inh: 5
> C[C@@H]1CN([C@@H](C)CO)C(=O)c2cc(NC(=O)Nc3ccc4c(c3)OCO4)ccc2O[C@H]1CN(C)S(=O)(=O)c1ccccc1
  NSD2 inh: -6

# 7 compounds from above, arranged by formula weight, smallest number first:
> COc1cccc(CN(C)C[C@@H]2OCc3cnnn3CCCC(=O)N([C@H](C)CO)C[C@@H]2C)c1
  NSD2 inh: 6
> C[C@@H]1CN([C@H](C)CO)C(=O)c2cccc(N(C)C)c2O[C@H]1CN(C)S(=O)(=O)c1ccc(F)cc1
  NSD2 inh: 5
> C[C@@H]1CCCCO[C@H](CN(C)S(C)(=O)=O)[C@H](C)CN([C@@H](C)CO)C(=O)c2cc(NC(=O)c3ccncc3)ccc2O1
  NSD2 inh: -1
> C[C@H]1CCCCO[C@H](CN(C)C(=O)NC2CCCCC2)[C@@H](C)CN([C@@H](C)CO)C(=O)c2cc(NC(=O)NC3CCCCC3)ccc2O1
  NSD2 inh: 0
> Cc1noc(C)c1S(=O)(=O)Nc1ccc2c(c1)CC(=O)N([C@H](C)CO)C[C@H](C)[C@H](CN(C)Cc1ccc(Oc3ccccc3)cc1)O2
  NSD2 inh: -10
> C[C@@H]1CN([C@H](C)CO)C(=O)Cc2cc(NC(=O)Nc3cccc4ccccc34)ccc2O[C@H]1CN(C)C(=O)Nc1ccc(C(F)(F)F)cc1
  NSD2 inh: -3
> COc1ccc(S(=O)(=O)N(C)C[C@@H]2OCCCC[C@H](C)Oc3ccc(NC(=O)C4CCCCC4)cc3C(=O)N([C@H](C)CO)C[C@H]2C)cc1
  NSD2 inh: -7

# This is a subset, so the mix of outcomes need not match the whole.
